ERAP1 inh = human ERAP1 aminopeptidase inhibitors, primary screen, biochemical, single point, plate reader. Endoplasmic reticulum aminopeptidase 1 (Homo sapiens), Q9NZ08. recombinant ERAP1, Leu-AMC fluorescence, 60 min. inhibition, % at 10.7 µM. 340,000 tested, 0.15% active;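 active = mean replicate inhibition of at least 30%, or all replicates individually reaching that 30% level; inactive = mean below 30% and not every replicate reaching it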;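 note: 0% = neutral control wells and 100% = L-leucinethiol positive control wells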
esBAF inh = Bmi1 luciferase reporter increase in mESCs, primary screen, esBAF inhibitor project, mouse ES cells, Bmi1 luciferase knock-in, single point; reporter increase, % at 12.5 µM; AID 602393, 2012; 24 h; 100% = twice the neutral-well signal; 350,000 tested, 2% active; in the data active = activation above about 40%;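 note: 0% = median of the plate's neutral control wells and 100% = double that signal; a rise in the Bmi1 reporter signal indicates esBAF inhibition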
Xi reactivation = activators of inactive X chromosome reactivation, primary screen, imaging, XiGFP fibroblasts, GFP high-content imaging, set 2. XiGFP mouse fibroblasts, % GFP-positive cells imaging, 3 d; cells co-treated with 5-aza-dC sensitizer; scaled so ellipticine positive control = 100%. 360,000 tested, 0.055% active. AID 743238, 2013. activation, % at 7.58 µM;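 active = mean normalized replicate activation at least 10% and every replicate at or above 10%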;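 note: 0% = median of on-plate neutral control wells and 100% = ellipticine 6 µM median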
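Material: SV40-immortalized XiGFP fibroblast cells, line 68-5-11 | Buffer or medium: DMEM containing 5-aza-dC | Dosing: One concentration, pinned | Times: 3 d treatment, 15 min room-temperature fixation | Controls: Ellipticine 6 µM positive control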
RAD54 inh = inhibitors of human RAD54 branch migration, primary screen, biochemical, fluorescence, single point; DNA repair and recombination protein RAD54-like (Homo sapiens), Q92698; RAD54 Holliday junction branch migration, FAM/BHQ fluorescence; inhibition, % at 10.4 µM; 360,000 tested, 0.14% active; AID 602329, 2012;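 active = mean normalized replicate activity at least 40 and at least half of replicates scoring 40 or more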;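 note: 0% = median of neutral control wells and 100% = median of positive control wells; inhibitors cause a drop in the FAM fluorescence signal; in these data hits start at about 50%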
E-selectin induc = E-selectin induction in HUVECs, primary screen, imaging, HUVEC, immunofluorescence imaging, single point. normalized: neutral wells 0, TNF-alpha wells 100. AID 686992, 2013. P16581. activation, % at 7.58 µM. 260,000 tested, 0.37% active;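 active = mean E-selectin-positive cell signal at least 10% of the positive control, reached in at least 60% of replicates, without over 20% cell loss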;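 note: in these data hits start at about 27%; measured in HUVEC primary endothelial cells; signal is the percent of cells scored E-selectin positive by PE staining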
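Read-out: % PE-positive cells | Test system: HUVEC | Doses: One compound dose added by pin transfer | Buffer or medium: EGM-2 over gelatin coat | Signal: Immunofluorescence imaging | Benchmarks: TNF-alpha, DMSO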
S100A4 MyoIIA = inhibitors of S100A4-myosin IIA peptide binding, primary screen, biochemical, fluorescence polarization, TAMRA-MyoIIA peptide; inhibition, % at 10.7 µM; 360,000 tested, 0.14% active;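 active = mean inhibition of at least 70% across replicates, with every replicate also reaching that level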
Target sequence (P26447 whole entry, looked up): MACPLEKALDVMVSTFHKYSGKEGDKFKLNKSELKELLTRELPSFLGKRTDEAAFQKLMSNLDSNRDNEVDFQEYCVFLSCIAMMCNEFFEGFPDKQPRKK
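Material: S100A4 monomer (human). Medium: Calcium-containing HEPES buffer, pH 7.2. Probe or stimulus: labelled myosin peptide probe, 5 nM. Compound dosing: one concentration per compound. Timing: polarization read 5 min after assay mix addition, stable 5–60 min. Benchmarks: DMSO as neutral control, TFP as positive control.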
ERp5 block = inhibitors of ERp5-driven insulin aggregation, primary screen, biochemical, turbidity, absorbance 650 nm, single point; 90 min; inhibition, % at 9.99 µM; 350,000 tested, 0.05% active; Protein disulfide-isomerase A6 (Homo sapiens), Q15084;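 active = mean replicate inhibition above about 25%, with every replicate also reaching it, limit read from the data, passing the limit was not always enough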
Target sequence (Q15084 whole entry, looked up): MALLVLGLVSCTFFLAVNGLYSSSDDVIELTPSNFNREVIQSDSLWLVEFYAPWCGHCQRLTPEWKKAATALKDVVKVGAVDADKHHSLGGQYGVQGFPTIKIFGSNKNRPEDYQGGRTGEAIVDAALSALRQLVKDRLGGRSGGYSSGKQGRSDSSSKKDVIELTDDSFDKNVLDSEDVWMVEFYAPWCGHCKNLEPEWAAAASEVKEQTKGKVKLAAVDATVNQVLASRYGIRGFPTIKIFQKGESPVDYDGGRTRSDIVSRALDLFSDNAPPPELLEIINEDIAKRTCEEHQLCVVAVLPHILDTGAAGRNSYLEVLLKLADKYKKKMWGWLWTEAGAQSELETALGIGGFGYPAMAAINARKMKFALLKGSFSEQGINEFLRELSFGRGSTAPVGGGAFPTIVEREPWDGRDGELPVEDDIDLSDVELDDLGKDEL
RAD52 inh = RAD52 DNA annealing inhibitors, primary screen, biochemical, FRET, single point, set 2; DNA repair protein RAD52 homolog (Homo sapiens), P43351; recombinant RAD52 DNA annealing, FRET fluorescence; inhibition, % at 18.7 µM; 360,000 tested, 0.46% active; AID 651710, 2012;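 active = every replicate showing at least 50% inhibition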
Target sequence (P43351 whole entry, looked up): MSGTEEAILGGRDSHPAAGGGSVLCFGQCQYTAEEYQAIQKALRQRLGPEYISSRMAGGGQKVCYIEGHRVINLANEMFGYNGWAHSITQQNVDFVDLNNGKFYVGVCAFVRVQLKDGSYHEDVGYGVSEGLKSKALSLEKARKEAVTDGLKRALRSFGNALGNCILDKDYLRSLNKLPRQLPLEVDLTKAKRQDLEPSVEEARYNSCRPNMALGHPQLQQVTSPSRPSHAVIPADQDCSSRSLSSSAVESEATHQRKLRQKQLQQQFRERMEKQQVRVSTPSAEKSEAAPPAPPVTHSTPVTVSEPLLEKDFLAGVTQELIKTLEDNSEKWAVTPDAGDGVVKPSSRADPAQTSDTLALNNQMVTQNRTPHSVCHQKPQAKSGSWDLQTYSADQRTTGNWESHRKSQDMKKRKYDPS
* = called active by the depositor; / = not tested or not shown; & = joins results of further samples.

Start of the listing, in advance, three compounds:
SMILES	ERAP1 inh	esBAF inh	Xi reactivation	RAD54 inh	E-selectin induc	S100A4 MyoIIA	ERp5 block	RAD52 inh
Cc1ccc(NC(=O)CSc2ccc3c(c2)OCCO3)nc1	5.6	-1.8	0.0	-1.7	0.3	-0.1	7.4	-4.6
CC(=O)Nc1sc(N/N=C\c2ccc(O)cc2)nc1-c1cccs1	0.6	38.3	0.0	/	0.0	1.8	-3.2	5.7
CC(C)(C)SCCNC(=O)CN1C(=O)c2ccccc2S1(=O)=O	-0.2	-14.1	-0.1	-2.7	/	-1.2	1.1	3.5

This part in full, from the start:
SMILES	ERAP1 inh	esBAF inh	Xi reactivation	RAD54 inh	E-selectin induc	S100A4 MyoIIA	ERp5 block	RAD52 inh
Cc1ccc(NC(=O)CSc2ccc3c(c2)OCCO3)nc1	5.6	-1.8	0.0	-1.7	0.3	-0.1	7.4	-4.6
CC(=O)Nc1sc(N/N=C\c2ccc(O)cc2)nc1-c1cccs1	0.6	38.3	0.0	/	0.0	1.8	-3.2	5.7
CC(C)(C)SCCNC(=O)CN1C(=O)c2ccccc2S1(=O)=O	-0.2	-14.1	-0.1	-2.7	/	-1.2	1.1	3.5
CCCC(=O)Nc1ccc2c(c1)C(=O)N(C)[C@H]1CC[C@H](CC(=O)NCCN3CCCCC3)O[C@@H]1CO2	2.1	-1.2	0.1	4.3	0.4	-5.4	3.3	-4.9
O=C(CN(C(=O)CNS(=O)(=O)c1ccc(F)cc1)c1ccccc1)NCc1ccco1	1.5	-1.3	0.5	-1.9	0.1	1.0	2.9	-12.9
COc1ccccc1N1CCN(/N=C/c2cccc(O)c2)CC1	-3.5	/	0.3	/	/	-2.1	-1.5	0.8
CNC[C@H]1Oc2c(NC(=O)c3ccncc3)cccc2C(=O)N([C@@H](C)CO)C[C@@H]1C	/	-1.4	-1.4	-1.4	-0.1	/	/	/
COC(=O)CSc1nnc(COc2ccc([N+](=O)[O-])cc2)n1C	-3.3	-7.8	0.1	/	/	10.6	3.1	-10.9
CCN(CC)S(=O)(=O)c1ccc(N2CCCC2)c(NC(=O)c2nn(C)c(=O)c3ccccc23)c1	1.5	-3.8	0.1	4.5	/	-5.3	-11.5	-25.8
CC(C)N(Cc1nc(-c2ccccc2)no1)C(=O)C1CCCCC1	2.5	-2.8	/	-12.2	/	4.1	1.8	-11.1
O=C(c1ccccc1)N1N=C(c2ccc(F)cc2)CC1(O)C(F)(F)F (stereo unspecified)	-0.2	-6.0	0.2	/	/	-2.1	1.3	0.4
O=C(O)c1cccc(COc2ccc3c(c2)CCC3)c1	0.8	/	-0.2	-12.4	/	-1.0	-4.7	-19.6
Cc1cccc(N2CCN(Cc3cn(C)nc3-c3ccccc3F)CC2)n1	2.0	/	0.7	/	1.2	0.0	3.1	-14.4
CCOCCCNC(=O)CN1C(=O)CSc2ccccc21	5.6	1.4	0.0	17.6	-0.4	-1.0	-2.4	-2.2
CCOc1cccc(-c2c(C(=O)N/N=C/c3cccnc3)nnn2-c2nonc2N)c1	-0.9	-0.5	0.0	-5.6	/	4.3	-2.0	-24.9
O=C(C(=S)N1CCOCC1)c1c[nH]c2ccccc12	-1.7	0.9	-0.1	/	1.4	0.5	4.4	3.1
Cc1ccc(S(=O)(=O)N2C[C@H](O)COC[C@@H]3O[C@@H](CC(=O)N[C@H]4CCN(Cc5ccccc5)C4)CC[C@H]32)cc1	-0.8	-1.5	0.0	-1.0	0.0	4.1	2.4	-5.0
CCCC#Cc1ccc([C@@H]2[C@@H](CO)N3CCCCN(CC4CCOCC4)C[C@@H]23)cc1	4.5	-2.3	0.0	2.9	0.2	-6.3	0.8	4.4
CCc1nc(N)nc(N)c1-c1ccc(Cl)c(N=[N+]=[N-])c1	1.7&0.0	/	1.4&0.2	/	0.3&0.0	-5.9&-1.8	1.2&-3.0	-6.9&-19.1
O=c1[nH]c(SCc2ccc(OC(F)(F)F)cc2)nc2c1CCC2	/	-9.9	0.0	-7.4	3.2	2.6	4.7	-19.0
O=C(NC1CCSc2ccccc21)c1cccc(Br)c1 (stereo unspecified)	1.8	23.0	0.0	-0.2	0.2	1.1	9.8	-40.7
C=C(C)C(O)Cc1c(OC)ccc(C(=O)/C=C/c2ccc(O)cc2)c1O (stereo unspecified)	-1.1	31.3	/	3.4	/	-23.2	4.5	-11.4
C=CCn1c(SCc2cc(C(C)=O)ccc2OCC)nc2ccccc2c1=O	-1.8	/	0.6	-3.7	/	-7.3	4.5	-19.3
Cc1ccc(NC(=O)NNC(=O)CN2C(=O)COc3ccccc32)cc1	-5.9	6.4	0.2	0.9	0.1	-1.4	2.8	-5.2
COc1ccc(S(=O)(=O)NCCC(=O)OCc2cc(=O)oc3cc(C)ccc23)cc1[N+](=O)[O-]	-3.1	-2.0	0.3	-1.5	-0.1	-1.1	-1.4	-9.3
COc1ccc(-c2ccc([C@@H]3[C@@H](CO)N4C(=O)CN(Cc5ccc(C)cc5)C[C@H]34)cc2)cc1	0.6	/	0.5	/	0.3	-6.3	-4.4	14.0
CCOC(=O)C(NCCc1ccccc1)(NC(C)=O)C(F)(F)F (stereo unspecified)	0.4	/	0.0	/	0.0	-3.4	2.0	2.7
Cc1ccc(S(=O)(=O)Oc2ccccc2/C=N/N=C(N)N)cc1	7.4	5.7	0.1	6.7	/	1.2	-3.1	-1.1
O=C(NCCc1ccc(F)cc1)Nc1ccc([N+](=O)[O-])cc1	-0.5	12.1	0.2	3.0	-0.3	-3.2	0.3	0.2
O=C(NCc1ccco1)/C(=C\c1cccc([N+](=O)[O-])c1)NC(=O)c1ccco1	0.9	1.1	0.0	-5.4	4.3	7.1	-9.5	-11.4
COc1cccc(-c2ccc3c(c2)O[C@@H](CN(C)C(=O)c2ccccc2F)[C@@H](C)CN([C@@H](C)CO)S3(=O)=O)c1	-0.1	11.6	0.3	-1.6	/	-2.4	4.0	26.7
COC(=O)N1C(=O)[C@](c2ccccc2)(C(C)C)N1C(=O)OC	-3.8	-12.0	0.0	1.5	-0.2	11.6	1.3	-12.9
Cc1ccc(SCCOCCN2CCOCC2)cc1	0.6	-3.8	0.0	-4.2	/	3.1	2.4	-5.4
Cc1noc(C)c1NC(=O)N(C)C[C@H]1OCCCC[C@@H](C)Oc2ccc(NC(=O)Nc3ccc(C(F)(F)F)cc3)cc2C(=O)N([C@H](C)CO)C[C@@H]1C	-1.8	5.1	0.0	-2.1	0.6	2.3	-1.1	12.7
Cn1c(CCNC(=O)c2ccco2)nc2cc([N+](=O)[O-])ccc21	-3.2	/	0.0	-0.4	-0.4	7.2	-11.6	-7.4
Cc1ccc(NC(=S)NCc2ccccc2)cc1S(=O)(=O)N1CCCCC1	-0.5	/	-0.6	/	0.4	-5.0	2.6	-43.3
Cc1noc(C)c1COC(=O)CCCNC(=O)c1ccc(Cl)cc1	-2.2	-7.1	0.2	7.9	/	-3.7	8.3	-10.0
C[C@@H]1CN([C@@H](C)CO)C(=O)Cc2cc(NS(=O)(=O)c3ccc(Cl)cc3)ccc2O[C@@H]1CN(C)C(=O)Nc1ccccc1	0.3	-0.8	0.0	3.9	0.0	-36.0	2.4	16.8
C=CC(n1cncn1)C(O)(c1ccccc1)c1ccccc1 (stereo unspecified)	-1.1	4.8	0.1	6.0	-0.8	9.2	0.0	-6.0
CC(C)c1cn(CC[C@H]2CC[C@H](NC(=O)C3CCCC3)[C@@H](CO)O2)nn1	2.9	-11.0	-0.3	2.5	-0.2	-10.5	-4.3	-6.3
CC(C)(C)c1ccc(OCC(O)CN2CCN(C(=O)c3ccccc3)CC2)cc1 (stereo unspecified)	3.9	-1.5	0.0	4.7	/	0.9	3.8	-4.0
CS(=O)(=O)N(Cc1ccco1)Cc1ccccc1Cl	1.3	-6.1	/	-5.9	/	-2.9	2.2	0.0
CO[C@H]1CN(C)C(=O)c2ccc(NC(C)=O)cc2OC[C@@H](C)N(CC2CCCCC2)C[C@H]1C	-4.5	-1.7	0.5	2.1	1.0	15.3	-5.0	9.9
COC(=O)C1=C(C(=O)OC)C(c2ccccc2O)c2sc(=O)[nH]c2S1 (stereo unspecified)	6.2	/	0.0	/	/	-4.1	6.8	-464.4
Cc1nc(N2CCCCC2)c2c(C)c(C(=O)Nc3ccccc3C(F)(F)F)sc2n1	1.2	/	0.0	/	/	-0.6	-2.9	-13.4

Entries of single compounds, looked up by structure. Order of values: ERAP1 inh	esBAF inh	Xi reactivation	RAD54 inh	E-selectin induc	S100A4 MyoIIA	ERp5 block	RAD52 inh
COC(=O)C1=C(C(=O)OC)C(c2ccccc2O)c2sc(=O)[nH]c2S1 (stereo unspecified) is entered as 6.2	/	0.0	/	/	-4.1	6.8	-464.4
COc1cccc(-c2ccc3c(c2)O[C@@H](CN(C)C(=O)c2ccccc2F)[C@@H](C)CN([C@@H](C)CO)S3(=O)=O)c1 is entered as -0.1	11.6	0.3	-1.6	/	-2.4	4.0	26.7
Cc1ccc(SCCOCCN2CCOCC2)cc1 is entered as 0.6	-3.8	0.0	-4.2	/	3.1	2.4	-5.4

(list continues)
SMILES	ERAP1 inh	esBAF inh	Xi reactivation	RAD54 inh	E-selectin induc	S100A4 MyoIIA	ERp5 block	RAD52 inh
O=S(=O)(Cc1ccccc1)Nc1ccc(S(=O)(=O)N2CCCC2)cc1	/	/	/	-1.5	0.1	6.1	-5.7	-7.1
Cc1cc(SCC(=O)NC2(C#N)CCCCC2)nc2c(C)cccc12	1.2	2.0	-0.1	-5.9	/	-8.8	0.9	-9.0
O=C(C[C@H]1C=C[C@H](NC(=O)c2ccc3c(c2)OCO3)[C@H](CO)O1)NCc1ccc(Cl)cc1	1.5	/	-0.2	/	0.6	-3.6	/	-4.2
COc1ccc2c3c([nH]c2c1)[C@H](CO)N(C(=O)C1CCCC1)CC31CCN(C)CC1	3.2	/	0.2	/	-0.4	-11.5	4.5	-3.3
CCCCn1c(=O)[nH]c(=O)c2c1nc(-c1ccccc1F)n2Cc1ccccc1	-2.1	/	1.0	/	13.4	-6.9	1.6	-5.0
Cc1ccc(NC(=O)COC(=O)CCn2c(C)csc2=O)cc1S(=O)(=O)N1CCOCC1	-2.9	/	0.0	5.1	0.0	-2.2	-10.0	-1.0
Cc1cc(NC(=O)C(=O)NCc2cccc(Cl)c2)no1	1.7	/	0.0	/	-0.5	2.7	3.2	-6.2
Cc1noc(C)c1S(=O)(=O)N(C)C[C@H]1OCCCC[C@H](C)Oc2ccc(NC(=O)CCC(F)(F)F)cc2C(=O)N([C@H](C)CO)C[C@@H]1C	/	-0.1	0.1	3.1	0.1	/	/	/
CNC(=O)C[C@H]1CC[C@H]2[C@@H](COC[C@@H](O)CN2S(=O)(=O)c2cccc(Cl)c2)O1	-0.9	-12.3	1.2	-0.4	0.0	-2.0	-6.1	1.9
Nc1nc(Sc2ccc(C(F)(F)F)cn2)n[nH]1	-1.0	0.7	-0.1	3.8	/	1.4	3.9	-25.9

Compound activity from PubChem.
